Source: PubChem BioAssay (National Center for Advancing Translational Sciences (NCATS))
Nrf2 inh – Nrf2 qHTS screen for inhibitors | Potency, µM (series often up to 46 µM), inactives show at the top dose activity change, negative = inhibition, actives largely listed as inhibitors | 360,000 tested, 2.1% active | AID 504444, 2011 | A549 ARE-Fluc reporter, luciferase luminescence, 18-24 h; also: potency is read from the fitted curve at half-maximal effect; % is scaled to controls: 0 for no effect and ±100 for the full control effect; nearly all actives have a fitted effect of over 60% in size
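Cells were seeded and rested 2 h, then exposed to compounds for 18-24 h. CellTiter-Fluor was read first as a viability measure. BugLite was added 15 min before the final luminescent read of ARE-luciferase activity in A549 cells.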
ATXN2 expr inh – Primary qHTS for Inhibitors of ATXN expression; HEK-293 ATXN2-luciferase reporter, luminescence, 24 h; Potency, µM (doses to about 57 µM), for the others: top-dose activity change, negative = inhibition, hits mostly inhibitors; 360,000 tested, 0.72% active; AID 1745845, 2022; also: potency is read from the fitted curve at half-maximal effect; % is scaled to controls: 0 for no effect and ±100 for the full control effect; nearly all actives have a fitted effect of over 55% in size
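qHTS (up to 57 uM final) was run with 24 h compound exposure of reporter cells at 37 °C. Each well was multiplexed: SteadyGlo luminescence measured ATXN2-luciferase expression after a fluorogenic Gly-Phe-AFC viability readout (25 uM final).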
HepG2 tox – qHTS for Inhibitors of TGF-b: Cytotox Counterscreen; 410,000 tested, 0.76% active; Potency, µM (series often up to 46.1 µM), for the others: at the highest dose activity change, negative = cytotoxicity, hits mostly cytotoxic; HepG2 CAGA-GFP viability, ATP luminescence, 18 h; also: potency is read from the fitted curve at half-maximal effect; some results filed as inactive show a strong effect at the top dose
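HepG2 CAGA-GFP cells (1000/well, DMEM with 1% FBS) received compound, then TGF-beta at 500 pg/mL final, and were incubated 18 hours at 37 degrees C. Viability was read by CellTiter-Glo luminescence. Media-only wells were set as complete cell-killing and DMSO as no toxicity.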
EPAC2 agonist – qHTS for Agonist of cAMP-regulated guanine nucleotide exchange factor 4 (EPAC2): primary screen; EPAC2 activation, biochemical qHTS; response scale: 100% = 6.5 mM cAMP response; Potency, µM (top dose mostly 154 µM), inactives show top-dose activation, most hits filed as activators; 360,000 tested, 0.079% active; AID 720711, 2013; also: potency is read from the fitted curve at half-maximal effect; nearly all actives have a fitted effect of over 50% in size
Target sequence (Q8WZA2 whole entry, looked up): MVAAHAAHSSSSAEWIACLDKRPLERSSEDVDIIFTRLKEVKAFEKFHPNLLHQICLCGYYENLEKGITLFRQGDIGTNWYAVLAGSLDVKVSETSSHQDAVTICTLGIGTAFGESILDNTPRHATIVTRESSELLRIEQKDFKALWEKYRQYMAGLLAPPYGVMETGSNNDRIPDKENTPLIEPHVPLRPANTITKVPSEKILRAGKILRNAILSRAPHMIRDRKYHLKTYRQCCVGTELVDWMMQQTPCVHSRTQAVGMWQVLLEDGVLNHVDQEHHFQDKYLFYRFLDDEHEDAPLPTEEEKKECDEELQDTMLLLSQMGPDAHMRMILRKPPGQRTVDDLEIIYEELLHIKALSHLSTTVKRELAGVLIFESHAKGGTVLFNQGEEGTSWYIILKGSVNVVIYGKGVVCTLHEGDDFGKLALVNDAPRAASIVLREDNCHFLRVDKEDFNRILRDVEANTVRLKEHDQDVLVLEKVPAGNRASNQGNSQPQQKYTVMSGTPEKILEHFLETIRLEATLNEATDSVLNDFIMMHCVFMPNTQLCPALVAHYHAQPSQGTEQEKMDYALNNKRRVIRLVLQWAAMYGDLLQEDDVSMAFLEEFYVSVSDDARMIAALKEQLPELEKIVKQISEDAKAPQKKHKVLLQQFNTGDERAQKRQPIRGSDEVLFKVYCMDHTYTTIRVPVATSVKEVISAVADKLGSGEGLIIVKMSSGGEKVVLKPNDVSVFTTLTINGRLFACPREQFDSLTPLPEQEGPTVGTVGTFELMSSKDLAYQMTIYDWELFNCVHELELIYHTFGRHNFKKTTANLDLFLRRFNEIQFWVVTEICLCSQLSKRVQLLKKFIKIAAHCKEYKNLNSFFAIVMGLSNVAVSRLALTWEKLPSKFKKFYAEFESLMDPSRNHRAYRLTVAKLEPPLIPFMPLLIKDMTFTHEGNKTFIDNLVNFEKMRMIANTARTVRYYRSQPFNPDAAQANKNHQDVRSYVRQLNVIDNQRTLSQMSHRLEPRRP
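Setup: EPAC2 100 nM, labeled Rap1B complex 250 nM, free GDP 50 uM. Compound titrations pinned in, brief spin, 5 min room temperature incubation. Kinetic fluorescence read over 30 min, normalized to 6.5 mM cAMP.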
S2 tox – Viability Counterscreen for Primary qHTS for Inhibitors of ATXN expression; S2 cells (HEK-293 line with an ATXN2-luciferase reporter) viability, CellTiter-Fluor protease fluorescence, 24 h; Potency, µM (titrated, usually from 56.7 µM), hits mostly cytotoxic; 400,000 tested, 0.49% active; also: potency is read from the fitted curve at half-maximal effect; nearly all actives have a fitted effect of over 40% in size
TGFb SMAD3 inh – qHTS for Inhibitors of TGF-b | 410,000 tested, 1.2% active | HepG2 CAGA-GFP TGF-b/SMAD3 reporter, GFP fluorescence, 18 h; TGF-beta stimulated, 500 pg/mL final | Potency, µM (highest dose often 46.1 µM), for inactives: at the highest dose activity, negative = inhibition, hits mostly inhibitors; also: potency is read from the fitted curve at half-maximal effect; % is scaled to controls: 0 for no effect and ±100 for the full control effect; nearly all actives have a fitted effect of over 65% in size
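Using HEPG2 CAGA-GFP reporter cells at 1000 cells/well, we pinned test compounds, stimulated with recombinant TGF-beta (500 pg/mL final) and measured total well GFP after 18 h.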
A549 viability – Nrf2 qHTS screen for inhibitors: counterscreen for cytotoxicity. A549 ARE-Fluc cells, CellTiter-Fluor viability, 18-24 h. Potency, µM (top dose mostly 46 µM), for the others: at the highest dose activity change, negative = cytotoxicity, actives largely listed as inhibitors. 390,000 tested, 0.16% active; also: potency is read from the fitted curve at half-maximal effect; % is scaled to controls: 0 for no effect and ±100 for the full control effect
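A549 ARE-Fluc cells in 5% FBS OPTI-MEM, 5000 cells/well, rested 2 h then exposed to compounds in concentration-response for 18-24 h at 37 °C. Viability by CellTiter-Fluor fluorescence (Ex 405/Em 525) after 30 min; luciferase luminescence (BugLite, 15 min, RT) read afterwards.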
IL-2 act – qHTS of IL-2 Activators; activation, % (series mostly up to about 46 µM); AID 652025, 2013; IL-2 activation reporter assay, cell-based qHTS; stimulated with anti-CD3/CD4/CD28 beads; in transgenic mouse T cells; 360,000 tested, 0.065% active; in the data active = activation above about 50%; inconclusive = mostly about 30% to 49%; also: 0% is about no effect
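EGFP and DsRed fluorescence is measured by plate cytometry in unstimulated transgenic mouse T cells exposed to compound for 60 minutes, then stimulated 18 hours at 37 degrees C with anti-CD3/anti-CD4 beads plus anti-CD28.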
Nrf2 activator – qHTS of Nrf2 Activators | AREc32 ARE-luciferase reporter (MCF7-derived line), luminescence, 24 h | Potency, µM (series often up to 46.1 µM), for inactives: at the highest dose activation, usual class: activators | 410,000 tested, 0.31% active | AID 624171, 2012; also: potency is read from the fitted curve at half-maximal effect; % of control where 0% means no effect; nearly all actives have a fitted effect of over 65% in size
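AREc32 cells carrying an ARE-driven firefly luciferase, 1000 cells/well in OPTI-MEM with 5% FBS, dosed after overnight attachment and incubated 24 hr at 37 deg C. Steady-Glo luminescence read after 30 min at RT.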
* marks the source's active call; other numbers are inactive results; i = inactive; ? = inconclusive; . = not tested or not shown; & = joins results of further samples; ! = not confirmed by another sample; [ ] = remark or other dose. Unless noted, calls follow the shape of the dose curve; as a rule, active = well fitted curve in the direction sought with a large enough effect; inconclusive = small, poorly fitted or top-dose-only effect, or another doubt; inactive = no such curve, though single readings can be large; an effect the other way counts as inactive or inconclusive.

SMILES	Nrf2 inh	ATXN2 expr inh	HepG2 tox	EPAC2 agonist	S2 tox	TGFb SMAD3 inh	A549 viability	IL-2 act	Nrf2 activator
CCNc1c(NC(C)=O)c(=O)oc2ccccc12	10%	-1%	10%	3%	i	0%	1%	-2.2	-0.7%
COC(=O)C1=NNC(C(=O)c2ccco2)C1c1ccccc1 (centres undefined)	-9%	.	-3%	5%	i	1%	-7%	-0.3	5.4%
Cc1cc2nnc(SCC(=O)OC(C)C)n2c2ccccc12	25%	15%	-27%	3%	i	-17%	5%	-3.1	5.9%
Cc1ccc2nc(SCC(=O)NNC(=O)c3ccccc3)[nH]c2c1	26%	2%	-1%	3%	i	-10%	6%	-2.1	1.7%
Cc1ccc(S(=O)(=O)NC2c3cccc4cccc(c34)C2Sc2nncn2C)cc1 (centres undefined)	-9%	-4%	-16%	-14%	i	29%	0%	0.7	2.7%
O=C(NC1CCCN(Cc2ccccc2F)C1)C1CCC1 (centres undefined)	1%	-11%	5%	1%	i	-15%	-9%	0.7	-0.3%
CCCn1nc2cc(C(=O)NCCc3cccs3)ccc2c1OCC	14%	49%[activator]	-12%	-5%	i	?	-6%	0.3	2.6%
c1ccc(CSc2cc3ccccc3[nH]2)cc1	?	44%[activator]	-49%	17%	i	-16%	-2%	-0.3	3.3%
O=C(CCN1C(=O)C2CCCCC2C1=O)Nc1nc2c(F)cc(F)cc2s1 (centres undefined)	?	.	2%	-3%	i	30%	8%	-0.3	6.7%
O=C1CCCc2sc3c(c2N1)CCCCC3	-22%	5%	-2%	-6%	i	7%	-1%	-1.6	0.0%
CCSCCOC(=O)C1=C(C)N(C)C(=O)NC1c1ccc2c(c1)OCO2 (centres undefined)	-22%	-35%	32%	10%	i	4%	-2%	0.0	-0.4%
CN1CCN(S(=O)(=O)c2ccc(NC(=O)c3cccc(S(=O)(=O)N4CCCC4)c3)cc2)CC1	-2%	-2%	-10%	-2%	i	?	4%	-0.3	-0.8%
CCC(C)NCCOc1ccc(C)cc1[N+](=O)[O-] (centres undefined)	10%	-21%	18%	0%	i	-4%	-1%	-0.9	1.5%
COC(CNC(=O)c1cccc2c1C(=O)N(Cc1cccnc1)C2)OC	20%	-13%	-6%	-1%	i	1%	-3%	-3.7	-0.5%
COc1ccc(N(CC(=O)N2CCCCCC2)S(=O)(=O)c2c(C)[nH]c(=O)[nH]c2=O)cc1	4%	-10%	12%	10%	i	-17%	0%	-1.2	-0.6%
O=C1CC(Cc2ccccc2)C(=O)N1c1ncccn1 (centres undefined)	-13%	7%	7%	4%	i	18%	-2%	-2.2	0.1%
O=C(O)c1cc(-c2cccnc2)nc2ccccc12	1%	0%	-67%	7%	i	0%	3%	-1.5	0.5%
C[C@H]1CCCCO[C@H](CN(C)C(=O)C2CCCCC2)[C@@H](C)CN([C@@H](C)CO)C(=O)c2cc(NC(=O)NC3CCCCC3)ccc2O1	.	-5%	-21%	-6%	25µM*	-3%	.	-0.9	1.0%
CC(C)(C)C(=O)Cn1ncc(Cl)c(Cl)c1=O	?	.	-9%	10%	7.9µM*	-1%	-12%	-0.8	?
CC1CCc2sc3ncn4nc(C(=O)NCc5ccco5)nc4c3c2C1 (centres undefined)	-18%	-8%	-18%	4%	?	-19%	0%	1.7	0.8%
O=C(COc1ccccc1Cl)NCc1nc(-c2ccccc2)no1	3%	-1%	-1%	7%	i	0%	4%	-1.0	-0.1%
CC(=O)c1cc(-c2ccccc2)n(CCC(=O)Nc2ccc(C(C)C)cc2)c1C	.	.	-41%	.	.	?	?	.	-2.1%
Cc1ccccc1NC(=O)CCCNC(=O)c1ccc(Cl)cc1	-2%	-13%	5%	0%	i	-8%	-4%	0.7	-0.7%
COC(=O)CSc1n[nH]c(-c2cccnc2)n1	7%	-8%	3%	7%	i	-8%	3%	-1.5	-0.1%
Cc1cccc(NC(=O)C[n+]2ccc(N(C)C)cc2)c1	?	-8%	-4%	19%	i	-9%	5%	-0.2	-0.4%
CS(=O)(=O)N1CCN(c2cccc(Cl)n2)CC1	5%	3%	3%	-15%	i	4%	1%	0.8	-0.2%
CCOc1ccc(CCNC(=O)COn2nnc3ccc(S(=O)(=O)N4CCOCC4)cc32)cc1OCC	1%	-5%	-25%	4%	i	-1%	-2%	-4.1	0.5%
Cc1ccc2[nH]c3nc(NN)nnc3c2c1	-4%	-1%	-26%	-7%	i	0%	-9%	-0.8	3.6%
CC1(C(=O)NCc2ccc3c(c2)OCO3)CCN1CCc1ccccc1 (centres undefined)	.	-8%	-35%	7%	i	-5%	.	0.5	0.4%
O=C(CN1C(=O)CCSc2ccc(S(=O)(=O)N3CCCC3)cc21)Nc1ccccc1	-10%	-11%	-2%&-2%	2%	?	-1%&0%	1%&-3%	-1.2	-0.6%&-0.1%
CN1C[C@@H]2[C@@H]3C(=O)N(C)C(=O)[C@@H]3[C@](Cc3ccccc3)(C1=O)N2C(=O)c1ccccc1	8%	11%	-16%	9%	i	-10%	-13%	0.4	0.3%
O=C(COC(=O)c1ccc(O)cc1)Nc1ccccc1	10%	5%	7%	3%	i	13%	-7%	-0.4	5.8%
O=C(NCc1cccc(F)c1)c1ccc2nc(N3CCCCC3)sc2c1	?	30%	6%	.	i	23%	0%	.	0.7%
CCNC(=O)C1(C)CCCN(Cc2ccc(-c3ccccn3)cc2)C1 (centres undefined)	.	-2%	-7%	5%	i	-1%	.	0.2	-1.2%[9.22 µM]
COc1cc(C(=O)N2CCc3c([nH]c4ccccc34)C2c2ccccc2)cc(OC)c1OC (centres undefined)	.	.	-12%	.	.	?	?	.	8.6%
CN1CCCCCC1=Nc1ccc([N+](=O)[O-])cc1	4%	-28%	2%	13%	i	14%	3%	1.0	0.2%

Two entries from above, with two lines to a compound:
Second line of a record: Nrf2 inh | ATXN2 expr inh | HepG2 tox | EPAC2 agonist | S2 tox | TGFb SMAD3 inh | A549 viability | IL-2 act | Nrf2 activator
O=C(NCc1cccc(F)c1)c1ccc2nc(N3CCCCC3)sc2c1
    ? | 30% | 6% | . | i | 23% | 0% | . | 0.7%
COC(=O)C1=NNC(C(=O)c2ccco2)C1c1ccccc1 (centres undefined)
    -9% | . | -3% | 5% | i | 1% | -7% | -0.3 | 5.4%

More compounds.
SMILES	Nrf2 inh	ATXN2 expr inh	HepG2 tox	EPAC2 agonist	S2 tox	TGFb SMAD3 inh	A549 viability	IL-2 act	Nrf2 activator
CCCN(CCC)CCCNC(=O)c1ccc(CS(=O)(=O)c2c(Cl)cccc2Cl)o1	14%	-10%	-13%	0%	i	0%	11%	-3.3	-0.5%
CC(Sc1nnc(-c2cccnc2)n1N)C(=O)N1CCOCC1 (centres undefined)	2%	2%	-25%	2%	i	4%	-3%	-1.0	-0.2%
CC(=O)c1ccc(NC(=O)c2cc3sccc3n2Cc2ccc(F)cc2)cc1	?	-3%	-24%	.	i	-17%	-6%	.	0.5%
Cc1ccc(C(=O)O/N=C/c2c(C)nn(C)c2Cl)cc1	-22%	7%	0%	4%	i	-6%	-4%	-1.9	0.1%
O=C(N/N=C\C=C\c1ccco1)c1cc(-c2ccc3ccccc3c2)n[nH]1	?	.	-21%	3%	?	-22%	?	-0.3	?
O=C1NCC(Nc2ccccc2Cl)C(=O)N1 (centres undefined)	-3%	6%	-4%	10%	i	5%	-2%	-0.1	0.3%
COc1ccc(/C=C2/SC(=O)NC2=O)cc1	?	0%	-19%	3%	i	7%	-11%	0.4	4.2%
O=C(CCN1C(=O)C2C3C=CC(C3)C2C1=O)NC1CCCc2ccccc21 (centres undefined)	24%	9%	0%	-8%	i	-16%	-8%	1.4	0.1%
CC(=O)Nc1ccc2c(c1)CCC2=O	-12%	17%	5%	2%	i	12%	-21%[1.84 µM]	-0.5	0.0%
O=S1(=O)CCOC[C@H](c2ccccc2)N1Cc1ccccc1	4%	0%	-7%&26%	15%	i	-10%&14%	16%	-0.7	-0.8%
O=C(Cn1nc(N2CCN(c3ccccc3)CC2)ccc1=O)Nc1ccc(F)cc1F	1%	-14%	-39%	.	i	-17%	-3%	.	3.4%
CC(C)c1cc(C(F)(F)F)nc(NNc2nc(C(C)C)cc(C(F)(F)F)n2)n1	.	.	-66%	-10%	?	-31%	.	-2.3	0.8%
CC1CCCN(c2ccc(C(=O)NCc3cccs3)cn2)C1 (centres undefined)	?	58%[activator]	4%	15%	i	?	-7%	-0.2	4.5%
COc1ccc(NC(=O)c2ccc(-c3ccc(-c4noc(C)n4)cc3C)cc2)cc1N1CCN(C)CC1	?	?	11µM*!	11%	.	18µM*	-27%	-0.4	-3.6%
CC(C)Cn1cc(NC(=O)NCc2ccccc2)c2ccccc2c1=O	-13%	13%	-18%	.	i	-4%	1%	.	0.9%
CC1(C)CC(=O)C2=C(C1)OC(c1ccncc1)C(C#N)=C2N (centres undefined)	-5%	-18%	-13%	1%	i	12%	-8%	-3.9	3.7%
CCN(CC)C(=O)CSc1nnc(CCCCCNC(=O)OC(C)(C)C)o1	12%	-6%	3%	-11%	i	0%	.	-2.3	-0.7%

Structures from the list above that have a nitro group on carbon (2):
SMILES	Nrf2 inh	ATXN2 expr inh	HepG2 tox	EPAC2 agonist	S2 tox	TGFb SMAD3 inh	A549 viability	IL-2 act	Nrf2 activator
CCC(C)NCCOc1ccc(C)cc1[N+](=O)[O-] (centres undefined)	10%	-21%	18%	0%	i	-4%	-1%	-0.9	1.5%
CN1CCCCCC1=Nc1ccc([N+](=O)[O-])cc1	4%	-28%	2%	13%	i	14%	3%	1.0	0.2%
